TRPML3 ag – human mucolipin-3 channel agonism. activation, % at 3 µM. actives 0.29% (n = 220,000). AID 1448. Q8TDD5. HEK293 TRPML3-YFP, Fluo-8 calcium fluorescence; 100% = the carbachol control signal;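 active = activation above its plate's cutoff, the mean activation of the plate's test wells plus 3 SD, cut at about 12% in these data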;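 also: 0% = DMSO only wells and 100% = carbachol wells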
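system = HEK293 cells stably carrying human TRPML3-YFP | doses = one concentration, 3 µM nominal, 0.3% DMSO | timing = dye loading 1 h 37 °C then 30 min ambient, 125 s read | detection = Fluo-8 calcium dye fluorescence, ex 470-495, em 515-575 nm | benchmarks = high control carbachol 87 µM, low control DMSO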
CHOP inhibitor – CHOP inhibition in unfolded protein response; inhibition, % at 10 µM; CHO-K1 CHOP-promoter luciferase, tunicamycin-induced, 15-18 h; actives 3.8% (n = 220,000);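 active = compounds that reduced the stress-induced luciferase reporter signal by more than about 70% of percent inhibition, limit read from the data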;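 also: 0% = tunicamycin plus vehicle and 100% = wells without tunicamycin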
PPC-1+TRAIL kill – compounds killing PPC-1 cancer cells with TRAIL present (potentiator screen, no TRAIL-free arm); PPC-1 cells + TRAIL, ATPLite viability luminescence; cell killing (% activity), % at 4 µM; actives 0.41% (n = 220,000); AID 1443;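 active = cell killing above 50% in the first pass at 4 µM, then a duplicate retest at 5 µM averaging 50% or more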;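 also: plate controls were cells with TRAIL plus DMSO for no effect and medium-only wells lacking cells for full effect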
zfTRPN1 agonist – agonists of zebrafish TRPN1 channel; actives 0.18% (n = 220,000); AID 1424; HEK293 zebrafish TRPN1-YFP, Fluo-8 calcium fluorescence; 100% = response to 87 µM carbachol; activation, % at 3 µM;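 active = activation above its plate's cutoff, the mean activation of test wells on that plate plus 3 SD, cut at about 19% in these data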;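 also: 0% = DMSO alone and 100% = 87 µM carbachol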
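System: zebrafish TRPN1-YFP in HEK293 cells / Dosing: 3 µM single point / Timing: dye loading 1 h at 37 °C, then 30 min room temperature / Signal: Fluo-8 calcium fluorescence, excitation 470-495 nm, emission 515-575 nm / Read-out basis: percent activation from peak over basal fluorescence ratio, control-normalized / Control set: high carbachol 87 µM, low DMSO alone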
p47phox inh – inhibitors of human p47phox binding. P14598. p47phox/p22phox peptide binding, fluorescence polarization, 2 h. inhibition, % at 24.7 µM. actives 0.53% (n = 220,000). AID 1274;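 active = inhibition above about 30%, limit read from the data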;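 also: 0% = p47phox with labelled peptide and 100% = labelled peptide alone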
MDM2 E3 inh – inhibitors of human Mdm2 E3 ubiquitin ligase | cell-based MDM2 ubiquitination luciferase reporter, 2 h; 0 = plate control, 100 = twice control, blank-subtracted | signal enhancement, % at 5 µM | actives 0.11% (n = 210,000);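 active = signal enhancement of 30% or more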;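 also: luminescence tracks abundance of the self-degrading MDM2-luciferase fusion protein; higher signal means inhibition of MDM2 E3 ligase activity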
Target sequence (Q00987 whole entry, looked up, the tested form may be a part): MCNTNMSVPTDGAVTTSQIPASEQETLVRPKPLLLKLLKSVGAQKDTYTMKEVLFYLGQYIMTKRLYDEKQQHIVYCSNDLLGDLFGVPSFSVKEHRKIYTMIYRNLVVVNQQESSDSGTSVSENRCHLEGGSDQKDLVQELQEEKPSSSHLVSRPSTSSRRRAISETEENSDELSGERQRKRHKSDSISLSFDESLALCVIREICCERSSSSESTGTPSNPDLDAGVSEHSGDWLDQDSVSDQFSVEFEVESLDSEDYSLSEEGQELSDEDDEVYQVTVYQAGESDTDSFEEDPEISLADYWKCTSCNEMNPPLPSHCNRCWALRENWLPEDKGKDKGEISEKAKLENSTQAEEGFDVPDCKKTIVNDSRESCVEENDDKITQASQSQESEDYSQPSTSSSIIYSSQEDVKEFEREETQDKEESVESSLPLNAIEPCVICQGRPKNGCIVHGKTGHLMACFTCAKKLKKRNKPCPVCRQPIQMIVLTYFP
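Test system: mammalian cells stably expressing self-ubiquitinating, self-degrading MDM2 E3–luciferase fusion; Amount: 2000 cells in each well; Medium: DMEM; Schedule: 4 h settle plus 2 h compound, 37 °C; Technique: SteadyLite luciferase luminescence after 15 min room-temperature reagent incubation; Benchmarks: plate control and blank wells.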
Runt-SMMHC FRET – inhibitors of human RUNX1 Runt domain binding to CBFb-SMMHC; actives 0.74% (n = 220,000); inhibition, % at 20 µM; Cerulean-Runt/Venus-CBFb-SMMHC FRET ratio 530/480, 1 h; Q01196+Q13951; AID 1434;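 active = mean inhibition across duplicate retests at 20 µM reaching about 50%, limit read from the data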;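 also: 0% = DMSO wells and 100% = wells with excess untagged CBFb-SMMHC; inhibitors lower the FRET ratio by blocking Runt binding to CBFb-SMMHC; some results filed as inactive read as strong as hits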
EBV gp42 inh – inhibitors of Epstein-Barr virus glycoprotein 42. Q1HVG2. Fluorescence polarization binding assay, mP read-out. inhibition, % (tested at 21.74 µM). actives 0.42% (n = 220,000). AID 1085; in the data active = inhibition above about 50%
Target sequence (Q1HVG2 whole entry, looked up): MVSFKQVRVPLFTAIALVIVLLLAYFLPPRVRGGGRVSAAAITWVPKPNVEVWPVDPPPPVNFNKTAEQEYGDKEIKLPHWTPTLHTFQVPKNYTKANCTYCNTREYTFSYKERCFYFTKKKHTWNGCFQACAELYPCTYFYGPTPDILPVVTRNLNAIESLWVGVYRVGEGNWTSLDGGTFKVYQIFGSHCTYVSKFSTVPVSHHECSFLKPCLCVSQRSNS
TNF necrop inh – TNF-alpha cell death inhibition in Jurkat FADD-/- cells. Jurkat FADD-/- TNF necroptosis rescue, ATP luminescence, 24 h; 0 = TNF only, 100 = no-TNF cells. activation (protection from cell death), % at 10 µM. actives 0.068% (n = 220,000);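 active = activation, meaning protection from cell death, of at least 50% relative to plate controls; inactive = activation below 50%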;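 also: necroptosis triggered by 40 ng/mL TNF-alpha added together with compound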
* = called active by the depositor; . = no result given; & = joins results of further samples. Not all compounds are listed; the hit share may differ from the screen's.

mol	TRPML3 ag	CHOP inhibitor	PPC-1+TRAIL kill	zfTRPN1 agonist	p47phox inh	MDM2 E3 inh	Runt-SMMHC FRET	EBV gp42 inh	TNF necrop inh
COc1c(O)ccc2c1-c1c3c(cc4c1C(C2)N(C)CC4)OCO3 (stereo unspecified)	0.0	15.0	-2.4	0.1	2.5	.	1.9	-22.9	2.4
CN(C)C(=Nc1ccccc1)P(=S)(N(C)C)N(C)C	1.2	-12.1	5.3	-0.1	-8.4	6.9	-4.7	-0.8	-0.3
COc1cc2c(cc1OC)C(C(=O)N(C)C1CCCCC1)C1CCCCN1C2=O (stereo unspecified)	0.4	-6.8	-9.7	-2.2	-11.8	-6.4	0.7	-19.6	2.1
O=C(Nc1cccnc1)c1c(O)c2c(n(Cc3ccccc3)c1=O)CCCC2	0.8	56.6	26.7	-0.1	-5.7	-9.9	5.0	10.3	0.5
COc1ccc(P2(=O)Nc3ccccc3N2)cc1	0.1	14.3	-4.4	1.8	-7.0	-14.2	0.8	24.3	0.2
O=c1[nH]c(=S)n(Cc2ccco2)c(O)c1C=NCc1cccs1	-0.4	25.4	-31.7	-0.5	-19.7	-8.1	13.5	1.5	-2.8
O=C(O)CN1C(=O)CN=C(c2ccccn2)c2cc(Cl)ccc21	0.2	19.6	-3.9	-1.1	8.9	-11.7	-3.4	-8.0	1.0
CC(=NCCCN1CCOCC1)c1c(O)n(-c2ccccc2C)c(=O)[nH]c1=O	-0.3	1.6	21.0	2.3	-0.4	-3.9	0.5	-7.1	-0.7
O=C(CCCN1CCC2(CC1)C(=O)NCN2c1ccccc1)c1ccc(F)cc1	49.7*	35.0&9.7	5.5	53.4*	-9.1	.	2.6	-1.3	-13.5
COc1ccc(C(CC(=O)N2CCC3(CC2)OCCO3)NS(=O)(=O)c2ccc(C)cc2)cc1 (stereo unspecified)	-0.2	-15.8	-0.5	-0.6	0.5	-2.7	-2.8	-18.5	-0.6
COc1cc(OC)cc(-n2nc(C(=O)N3CCC4(CC3)OCCO4)c3ccccc3c2=O)c1	0.7	0.8	6.5	0.1	3.3	-17.1	-1.3	-20.3	-2.5
CNC(C(=O)c1ccccc1)C(OC(C)C)c1ccc(Cl)cc1 (stereo unspecified)	-1.5	26.0	17.3	-2.3	24.8	-22.6	-1.1	2.0	-0.5
CC12CC[C@H]3[C@@H](CCC4(O)C[C@H](O)CCC34/C=N/NC(=O)Cc3ccccc3)C1(O)CCC2C1=CC(=O)OC1 (stereo partly specified)	0.5	-5.3	-1.9	1.1	0.8	.	1.1	-7.6	5.3
C=CCN1C(=O)NC(=O)/C(=C/c2cc3c4c(c2)CCCN4CCC3)C1=O	1.4	24.0	23.2	0.2	-205.5	-12.0	7.9	-92.3	1.7
Cc1nc2ccccc2c(=O)n1-c1ccccn1	0.7	5.5	-10.5	2.1	3.2	.	3.7	-18.4	-0.6
O=C(C(Cc1ccccc1)NS(=O)(=O)c1cccc2nsnc12)N1CCC2(CC1)OCCO2 (stereo unspecified)	0.7	-25.0	12.9	-0.6	-30.8	-2.2	0.3	-0.5	-2.8
NC(Cc1ccccc1)c1nc(-c2ccccc2)no1 (stereo unspecified)	0.4	15.7	3.5	-1.0	-5.0	.	1.0	-4.7	4.0
Cc1nn(Cc2ccccc2)c(Cl)c1C(=O)Nc1ccc(OC(F)(F)F)cc1	-1.0	10.6	-1.0	-0.2	3.5	-14.6	2.8	-2.9	4.9
O=C(NC(=C(Cl)Cl)P(=O)(c1ccccc1)c1ccccc1)c1ccccc1	0.1	-5.4	-0.6	-1.6	-1.1	-5.8	1.1	16.4	-0.1
CCCCCn1c(=O)c(C(=O)Nc2cnccn2)c(O)c2ccccc21	0.4	104.1*	28.0	0.3	-10.4	1.0	-0.8	-16.2	-3.8
O=C1NC(=O)C2=Cc3ccc(O)cc3OC2(O)N1 (stereo unspecified)	-0.7	-8.7	1.3	0.2	1.4	-10.6	90.0*	89.9*	0.3
COc1ccc2c(c1)c(C(=O)O)c(C)n2CC(C)C	-0.2	17.1	19.2	-0.4	-20.5	-5.0	-1.6	-20.2	1.2
c1ccc2sc(NC3=NCCN3)nc2c1	1.4	-16.8	20.5	0.0	-13.3	0.4	-3.5	-17.3	1.1
OC(Cc1ccccc1)(c1ccccc1)C1CN2CCC1CC2 (stereo unspecified)	-0.1	42.0	-0.4	-1.8	2.0	-6.4	0.5	-4.7	0.0
CC(C)=CCc1c(O)cc2c(c1O)C(=O)CC(c1ccc(O)cc1)O2 (stereo unspecified)	.	76.6*	-2.6	.	-19.7	-19.0	-6.7	-10.5	-2.2
O=C(CCc1nc(-c2ccccc2F)no1)N1CCC2(CC1)OCCO2	0.3	1.9	8.4	-1.8	-0.1	-11.1	2.2	-7.7	-1.0

Grouped by structure, those above containing a COOH group.
mol	TRPML3 ag	CHOP inhibitor	PPC-1+TRAIL kill	zfTRPN1 agonist	p47phox inh	MDM2 E3 inh	Runt-SMMHC FRET	EBV gp42 inh	TNF necrop inh
O=C(O)CN1C(=O)CN=C(c2ccccn2)c2cc(Cl)ccc21	0.2	19.6	-3.9	-1.1	8.9	-11.7	-3.4	-8.0	1.0
COc1ccc2c(c1)c(C(=O)O)c(C)n2CC(C)C	-0.2	17.1	19.2	-0.4	-20.5	-5.0	-1.6	-20.2	1.2

Rewritten with two lines to a compound: part of the list above.
Every second line gives: TRPML3 ag | CHOP inhibitor | PPC-1+TRAIL kill | zfTRPN1 agonist | p47phox inh | MDM2 E3 inh | Runt-SMMHC FRET | EBV gp42 inh | TNF necrop inh
- CN(C)C(=Nc1ccccc1)P(=S)(N(C)C)N(C)C
  1.2 | -12.1 | 5.3 | -0.1 | -8.4 | 6.9 | -4.7 | -0.8 | -0.3
- Cc1nc2ccccc2c(=O)n1-c1ccccn1
  0.7 | 5.5 | -10.5 | 2.1 | 3.2 | . | 3.7 | -18.4 | -0.6

Gathered by group: the compounds so far with four or more nitrogen atoms
mol	TRPML3 ag	CHOP inhibitor	PPC-1+TRAIL kill	zfTRPN1 agonist	p47phox inh	MDM2 E3 inh	Runt-SMMHC FRET	EBV gp42 inh	TNF necrop inh
CN(C)C(=Nc1ccccc1)P(=S)(N(C)C)N(C)C	1.2	-12.1	5.3	-0.1	-8.4	6.9	-4.7	-0.8	-0.3
CC(=NCCCN1CCOCC1)c1c(O)n(-c2ccccc2C)c(=O)[nH]c1=O	-0.3	1.6	21.0	2.3	-0.4	-3.9	0.5	-7.1	-0.7
O=C(C(Cc1ccccc1)NS(=O)(=O)c1cccc2nsnc12)N1CCC2(CC1)OCCO2 (stereo unspecified)	0.7	-25.0	12.9	-0.6	-30.8	-2.2	0.3	-0.5	-2.8
CCCCCn1c(=O)c(C(=O)Nc2cnccn2)c(O)c2ccccc21	0.4	104.1*	28.0	0.3	-10.4	1.0	-0.8	-16.2	-3.8
c1ccc2sc(NC3=NCCN3)nc2c1	1.4	-16.8	20.5	0.0	-13.3	0.4	-3.5	-17.3	1.1

High-throughput results as filed in PubChem.
